# Assay outcomes deposited in PubChem BioAssay by Sanford-Burnham Center for Chemical Genomics.
# APJ ag: APJ receptor agonism. CHO-K1 APJ PathHunter beta-arrestin, luminescence; 0% DMSO wells, 100% apelin. activation, % at 20 µM. actives 0.11% (n = 330,000);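 active = activation more than six SD over the plate average, tested at 20 µM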;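 also: 0% = DMSO alone and 100% = apelin-13 at 10 nM; some results filed as inactive read as strong as hits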
# Target sequence (P35414 whole entry, looked up): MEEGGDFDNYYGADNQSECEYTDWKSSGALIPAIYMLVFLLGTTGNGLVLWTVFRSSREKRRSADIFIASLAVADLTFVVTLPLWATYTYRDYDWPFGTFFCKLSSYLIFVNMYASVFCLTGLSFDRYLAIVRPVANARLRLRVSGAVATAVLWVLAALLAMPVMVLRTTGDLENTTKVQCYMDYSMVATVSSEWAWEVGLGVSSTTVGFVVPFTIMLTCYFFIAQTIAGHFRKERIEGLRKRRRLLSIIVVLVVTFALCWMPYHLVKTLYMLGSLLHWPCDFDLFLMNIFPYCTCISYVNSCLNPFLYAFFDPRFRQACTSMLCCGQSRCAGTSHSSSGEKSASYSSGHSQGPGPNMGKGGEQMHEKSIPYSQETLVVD
#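 Assay system – PathHunter CHO-K1 APJ (AGTRL-1) beta-arrestin reporter cells · Compound – one dose, 20 µM compound, 1% DMSO · Timing – compound 90 min 25 °C, reagent 1 h · Measured by – luminescence from split beta-galactosidase complementation, Galacton Star/Emerald II substrate · Measure – beta-arrestin recruitment to APJ as agonist activity, luminescent signal · Benchmarks – DMSO vs Apelin-13 10 nM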
# XBP1 UPR activ: activators of adaptive arm of unfolded protein response (XBP1) | CHO-XBP1 luciferase reporter, IRE1-XBP1 UPR activation, luminescence; percent of tunicamycin response, DMSO as zero | activation, % at 20 µM | actives 0.33% (n = 330,000) | AID 463104;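 active = versus positive control, 20 µM dose yields 30% or more activation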;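 also: 100% = tunicamycin at 10 µg/mL and 0% = DMSO only wells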
#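 Material: CHO cell line with stable XBP1 luciferase reporter; schedule: 16-18 h cell attachment at 37 °C, then 6 h compound exposure; signal: glow luminescence from Steady-Glo reagent; medium: serum-containing F12 medium, 10% FBS; benchmarks: tunicamycin 10 µg/mL and vehicle-only wells; read-out: percent activation relative to tunicamycin reference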
# APJ antag: antagonists of human APJ apelin receptor; CHO-K1 APJ beta-arrestin complementation, luminescence; P35414; actives 0.32% (n = 330,000); inhibition, % at 20 µM;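 active = inhibition above about 40% at 20 µM, limit read from the data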;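 also: cells challenged with 10 nM apelin-13 agonist together with compound; plate controls were apelin-13 plus DMSO wells for no effect and DMSO wells lacking apelin-13 for full effect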
# CHOP UPR activ: apoptotic UPR (CHOP) activation. AID 449763. activation, % at 10 µM. actives 0.34% (n = 330,000). CHO-CHOP luciferase reporter, luminescence; percent of tunicamycin response over DMSO baseline;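 active = at 10 µM dose, activation of 40% or more, normalized to positive control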;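 also: 100% = tunicamycin at 10 µg/mL and 0% = DMSO alone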
#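 System: CHO-CHOP luciferase reporter cell line | Buffer or medium: F12 medium containing 10% fetal bovine serum | Doses: One dose, 10 µM in 0.5% DMSO | Times: 6 h compound exposure at 37 °C after overnight seeding | Signal: Luciferase luminescence | Read-out: % activation vs tunicamycin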
# Jurkat NFkB inh: lowers PMA/ionomycin-induced NF-kB signal in Jurkat cells; PMA/ionomycin-induced NF-kB luciferase reporter, luminescence; inhibition, % at 4 µM; actives 0.53% (n = 330,000); in the data active = inhibition above about 50%
# tim23-1 inh: tim23-1 yeast growth inhibition; S. cerevisiae tim23-1 growth, BacTiter-Glo luminescence, 24 h; inhibition, % at 20 µM; actives 1.3% (n = 330,000); AID 463212;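 active = growth inhibition of the mutant yeast at or above 50%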;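 also: temperature-sensitive mutant grown at 25 °C; plate controls were DMSO-treated mutant yeast for no effect and medium wells lacking yeast for full effect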
# Mdm2 MdmX PPI: disrupts the human Mdm2-MdmX interaction | O15151+Q00987 | SaOS-2 split-luciferase Mdm2/MdmX complementation, luminescence | inhibition, % at 8 µM | actives 3% (n = 330,000);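 active = inhibition of at least 50% at 8 µM in the primary screen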
# 697 NFkB inh: inhibitors of the PMA/ionomycin-induced NF-kB reporter in 697 B cells; actives 0.33% (n = 330,000); 697 B-cell NF-kB luciferase reporter, 16 h; inhibition, % at 4 µM; in the data active = inhibition above about 35%
# Active calls of the source: *; & = joins results of further samples. No enrichment for hits. About 5% of those tested had a hit in this group.
# Field names – A = APJ ag; B = XBP1 UPR activ; C = APJ antag; D = CHOP UPR activ; E = Jurkat NFkB inh; F = tim23-1 inh; G = Mdm2 MdmX PPI; H = 697 NFkB inh
> CN(CC(=O)Nc1cccc(F)c1)C(=O)CCc1nc2sc3c(c2c(=O)[nH]1)CCCC3
  A: 9	B: 0	C: 8	D: -0.1	E: -6	F: -5	G: 27	H: 9
> Cc1cccc(NC(=O)c2cc(NC(=O)c3ccco3)ccc2Cl)n1
  A: 0	B: 3	C: 12	D: -1.5	E: 3	F: -9	G: 31	H: 10
> O=C(Nc1ccc(NC(=O)c2cccnc2Cl)cc1)c1cccc(Cl)c1
  A: 8	B: -3	C: 15	D: 5.9	E: -17	F: -3	G: -2	H: -13
> O=C(O)C(Cc1c[nH]c2ccccc12)N1C(=O)C2C3c4ccccc4C(c4ccccc43)[C@@H]2C1=O (stereo not given in full)
  A: -1	B: 0	C: 8	D: 0.0	E: -1	F: 5	G: 17	H: 19
> COc1ccc(S(=O)(=O)N2CCCCCC2)cc1C(=O)N(C)CC(=O)Nc1ccccc1Cl
  A: -7	B: -3	C: -7	D: 1.2	E: -5	F: 1	G: -6	H: 21
> Cc1cc(O)c(-c2cc(C(=O)NCCc3ccc(S(N)(=O)=O)cc3)[nH]n2)cc1C
  A: -5	B: -1	C: 1	D: 0.9	E: -10	F: -2	G: 12	H: -25
> COc1cccc(C(=O)NC(=S)Nc2ccc([N+](=O)[O-])cc2C)c1
  A: -6	B: 1	C: 39	D: 3.3	E: 6	F: 16	G: 24	H: 8
> CCOC(=O)c1c(-c2ccc(F)cc2)csc1NC(=O)CN1C(=O)NC2(CCCCC2C)C1=O (stereo not given)
  A: -3	B: 11	C: 20	D: 1.6	E: 1	F: -7	G: -18	H: -5
> Cc1cc(C)cc(NC(=O)c2ccc(CNc3c(N4CCCC4)c(=O)c3=O)cc2)c1
  A: -2	B: -1	C: 6	D: 2.7	E: 13	F: -15	G: 17	H: 17
> CCn1cc(C(=O)N[C@@H](CC(C)C)C(=O)NCCCn2ccnc2)c(=O)c2cc3c(cc21)OCO3
  A: 1	B: -3	C: 14	D: -0.1	E: 12	F: 3	G: 21	H: -1
> CC(C)c1ccc(C2NC(=O)NC3=C2CCc2ccccc23)cc1 (stereo not given)
  A: -1	B: 1	C: -5	D: -2.9	E: 9	F: 35	G: 21	H: 4
> COc1cccc(C(=O)NC(C)C(c2cccs2)N2CCOCC2)c1 (stereo not given)
  A: -3	B: 3	C: 2	D: -2.4	E: 7	F: 7	G: -12	H: -10
> COC(=O)Cn1ccc2cc(S(=O)(=O)N3CCCCC3)ccc21
  A: -2	B: 3	C: 6	D: -1.3	E: 4	F: 23	G: 15	H: 6
> CCCOc1ccc(C2C(C(=O)/C=C/c3ccco3)=C(O)C(=O)N2CCN2CCOCC2)cc1OC (stereo not given)
  A: 1	B: 0	C: -38	D: 2.9	E: -10	F: 2	G: 7	H: 18
> CC1CCC2(CC1)NC(=O)N(NC(=O)c1ccc(OC(C)C)cc1)C2=O (stereo not given)
  A: 1	B: 0	C: -24	D: 0.7	E: -7	F: 11	G: 12	H: -10
> COCCNC(=O)CN(C(=O)CCC(=O)Nc1ccccn1)c1ccc(F)cc1
  A: -2	B: -1	C: 11	D: -3.1	E: 4	F: 16	G: 24	H: 13
> O=C(COC(=O)CCOc1ccccc1)Nc1cc(S(=O)(=O)N2CCCCC2)ccc1Cl
  A: -5	B: -4	C: 0	D: 0.4	E: 2	F: 49	G: 18	H: 18
> CC1(C)CC(=O)C2=C(C1)NC(=O)CC2c1cccc(F)c1 (stereo not given)
  A: -4	B: -2	C: -6	D: -0.7	E: 4	F: 10	G: 11	H: -1
> CCCNC(=O)CN(c1ccc(F)c(Cl)c1)S(C)(=O)=O
  A: 0	B: 0	C: -9	D: 1.8	E: -9	F: 2	G: 18	H: 4
> COC(=O)c1ccc(NC(=O)Cn2c([N+](=O)[O-])cnc2C)cc1
  A: -2	B: -2	C: 23	D: -0.6	E: -2	F: 0	G: 14	H: 5
> CCCCOCP(=O)(CC)COCCCC
  A: -3	B: 0	C: 12	D: -1.1	E: -10	F: -13	G: 12	H: 18
> CCN(CC)S(=O)(=O)c1cc(NC(=O)C(C)Nc2ccccc2N2CCOCC2)ccc1C (stereo not given)
  A: 0	B: -2	C: -21	D: -2.2	E: -3	F: 24	G: 9	H: -18
> C/C=C\C=C/C(=O)Nc1cccc(C2=NOC3(C2)C[C@@H](C(N)=O)N(C(=O)COc2ccc(Cl)cc2)C3)c1 (stereo not given in full)
  A: 0	B: 1	C: 0	D: -0.1	E: 4	F: 11	G: 17	H: 14
> O=C(OCCN1CCOCC1)C(c1ccccc1)c1ccccc1
  A: 0	B: 0	C: 16	D: -0.5	E: -20	F: 0	G: -2	H: -21
> Oc1c(Br)cc2oc3c(c2c1CNCc1ccccc1)CCCC3
  A: -3	B: 4	C: -8	D: -0.5	E: -3	F: 15	G: -21	H: -15
> Cc1cc(NC(=O)c2cc3nc(C4CC4)cc(C(F)(F)F)n3n2)no1
  A: -2	B: -1	C: 4	D: 1.4	E: -7	F: -3	G: -8	H: 8
> COc1ccccc1CN1C[C@@H]2C[C@@H](c3ccc(C)cc3)N3CCC[C@@]23C1=O
  A: -3	B: -2	C: -2	D: -2.7	E: -13	F: 17	G: 12	H: 20
> COc1ccc(-n2cc(CNCCN3CCOC3=O)c(-c3ccccc3Cl)n2)cc1
  A: -1	B: -2	C: 5	D: 0.8	E: 0	F: 4	G: 15	H: 3
> O=C(O)c1cc(-c2ccco2)nc2ccc(Br)cc12
  A: -1&0	B: 1&-1	C: 4&-15	D: 0.9&2.6	E: -4&13	F: 2&1	G: 5&15	H: -8&3
> Cc1c(NC(=O)CSc2nc3ccccc3c(=O)n2C(C)C)c(=O)n(-c2ccccc2)n1C
  A: -5	B: -2	C: 9	D: -0.7	E: 0	F: 4	G: -10	H: 6
> CCOC(=O)C1CCCCN1Cc1ccccc1C(F)(F)F (stereo not given)
  A: -3	B: -1	C: 6	D: 0.5	E: 8	F: -17	G: -1	H: 19
> CCc1ccc(C2C(C#N)=C(N)C(C#N)(C#N)C3=CCC(C(C)(C)C)CC32)cc1 (stereo not given)
  A: -1	B: 14	C: 24	D: 14	E: -4	F: 38	G: 25	H: -17
> CC1(C)OC(=O)C(=CNc2ccccc2F)C(=O)O1
  A: 0	B: -1	C: 5	D: 4.5	E: 12	F: 17	G: -10	H: -24
> Cc1nn(-c2ccc(F)cc2)c2c1cc(C#N)c1nc3ccccc3n12
  A: -1	B: 2	C: 8	D: -1.6	E: -11	F: -3	G: 29	H: 0
> O=C(NC(=O)c1ccccc1Cl)Nc1ccc(-c2cnco2)cc1
  A: -3	B: -3	C: 11	D: 5.6	E: 9	F: 2	G: 25	H: -16
> O=C(Nc1ccc(NC(=O)C2CC2)cn1)c1ccccc1Cl
  A: -4	B: 0	C: 15	D: 4.5	E: -53	F: 5	G: -19	H: -28
> Nc1ccc(C(=O)OCc2ccncc2)cc1[N+](=O)[O-]
  A: -4	B: 5	C: -7	D: 0.3	E: -21	F: -18	G: 3	H: 17
> Cc1ccc(C(=O)NC2(C(F)(F)F)N=C3SCCN3C2=O)cc1 (stereo not given)
  A: 1	B: 0	C: 17	D: -0.4	E: 10	F: 4	G: 24	H: 10
> CCC(C)C(NC(=O)C(N)CC(C)C)C(=O)NC(CCC(=O)OCc1ccccc1)C(N)=O (stereo not given)
  A: -7	B: -3	C: 10	D: -1.4	E: 1	F: -6	G: -14	H: 8
> Cc1ccc(Cl)cc1NC(=S)N(CCCN1CCN(C)CC1)Cc1ccco1
  A: -3	B: -2	C: 9	D: 0.1	E: -13	F: 8	G: 1	H: -21
> COCCN(C(=S)Nc1cccc(Cl)c1C)C(C)c1ccco1 (stereo not given)
  A: -3	B: -2	C: 5	D: -0.2	E: 0	F: 42	G: 24	H: 5
> CCc1nnc(SCC(=O)Nc2ccc(N3CCN(S(C)(=O)=O)CC3)cc2)o1
  A: 0	B: -1	C: 3	D: 3.5	E: 13	F: -2	G: -9	H: 4
> COc1cc(-c2nnc(-c3cccnc3)o2)cc(OC)c1OC
  A: -1	B: -1	C: 20	D: 0.9	E: 4	F: 18	G: 27	H: 17
> O=C(O)c1ccc(CS(=O)(=O)c2cccc(C(F)(F)F)c2)o1
  A: -3	B: -1	C: -5	D: 0.2	E: 11	F: 13	G: 2	H: 12
> O=C1N=C(N2C=CC(=C3C=CNC=C3)C=C2)/C(=C/N=NC(=O)c2ccccc2O)S1
  A: 3	B: -2	C: 1	D: 0.0	E: -5	F: 12	G: 5	H: 6
> COc1ccc(/C=N/n2c(SC)nnc(C(C)(C)C)c2=O)cc1
  A: 1	B: 2	C: 2	D: -3.2	E: -4	F: 18	G: -3	H: 1
> CC(C)[C@H](NC(=O)[C@@H]1CSC2c3ccccc3C(=O)N21)C(=O)N1CCCCC1 (stereo not given in full)
  A: 1	B: -3	C: 24	D: -0.9	E: 9	F: -4	G: 6	H: 7
> COc1ccc(CCC(C)N2CCC(CO)(Cc3ccccc3)CC2)cc1 (stereo not given)
  A: -3	B: -4	C: -4	D: -0.7	E: 10	F: 13	G: -11	H: -13
> CN(C(=O)CSc1nnc(Cc2ccccc2F)n1N)C1CCS(=O)(=O)C1 (stereo not given)
  A: -4	B: 1	C: 14	D: -1.0	E: -6	F: 7	G: 6	H: 29
> O=C(NCc1ccccn1)c1cc(Br)ccc1Cl
  A: -4	B: 0	C: 1	D: -0.1	E: 3	F: 2	G: -29	H: 5

# Carrying on:
# Field names – A = APJ ag; B = XBP1 UPR activ; C = APJ antag; D = CHOP UPR activ; E = Jurkat NFkB inh; F = tim23-1 inh; G = Mdm2 MdmX PPI; H = 697 NFkB inh
> O=C(NC1CCN(C(=S)Nc2ccc(F)cc2)CC1)c1ccco1
  A: -1	B: 1	C: -20	D: 0.8	E: -9	F: 14	G: 5	H: -13
> O=C1C2C(C(=O)N1c1nccs1)C1C=CC2C12CC2 (stereo not given)
  A: -3	B: -1	C: 5	D: -2.0	E: -8	F: 19	G: 15	H: -3
> O=C(NN=C1CCN(Cc2ccccc2)CC1)c1cccc(S(=O)(=O)Nc2ccccc2Cl)c1
  A: 0	B: -2	C: -10	D: -0.9	E: -13	F: 6	G: -8	H: 11
> O=C(CN1C(=O)CCSc2ccc(S(=O)(=O)N3CCCC3)cc21)Nc1ccccc1
  A: -4	B: 5	C: 0	D: 0.3	E: -7	F: -6	G: 23	H: -1
> COc1ccc(NC(=O)CCC(=O)NCCO)cc1
  A: -2	B: -4	C: 20	D: -0.6	E: 22	F: 3	G: -16	H: 6
> Cc1cc(C(F)(F)F)nn1CC(=O)NCc1ccco1
  A: -3	B: -5	C: -1	D: -1.1	E: 0	F: 0	G: 32	H: -8
> Cn1cccc1C(=O)OCC(=O)NC(=O)NC1CCCCC1
  A: -3	B: -2	C: -5	D: 1.7	E: 0	F: 16	G: -16	H: -23
> O=C(Nc1c(S(=O)(=O)c2ccc(Cl)cc2)csc1Br)c1ccccc1Cl
  A: -1	B: -1	C: 0	D: -1.4	E: -3	F: 25	G: 27	H: -3

# Taken from above.
# In tim23-1 inh, COc1ccc(NC(=O)CCC(=O)NCCO)cc1 has the entry 3
# In tim23-1 inh, O=C(Nc1c(S(=O)(=O)c2ccc(Cl)cc2)csc1Br)c1ccccc1Cl has the entry 25
# In CHOP UPR activ, Cn1cccc1C(=O)OCC(=O)NC(=O)NC1CCCCC1 has the entry 1.7
